IL1B secr inh = inhibitors of inflammasome signaling (IL-1 beta secretion). hit rate 4.7% among 360,000. activity change, % at 57.5 µM. THP-1 LPS/ATP IL-1B secretion, AlphaLISA, 16 h; hits give low values; in the data active = activity change below about -50%; inconclusive = mostly about -30% to -49%; note: % is set by controls: 0 for no effect and ±100 for the full control effect
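Secreted IL-1B measured by AlphaLISA bead assay after 16 h compound exposure of THP-1 cells; compounds (final up to 57.5 uM) added 1 h before LPS (250 ng/mL) and ATP (1.25 mM) stimulation; lower signal means less secretion.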
KB-V1 cytotox = kills drug-selected multidrug resistant KB-V1 cells. AID 1347076. KB-V1 MDR cells viability, CellTiter-Glo, 72 h. Potency, µM (highest dose often 46.1 µM), without a hit: top-dose activity change, negative = cytotoxicity, usual class: cytotoxic. hit rate 3.4% among 400,000; note: potency is the fitted concentration of half-maximal effect; % is set by controls: 0 for no effect and ±100 for the full control effect; nearly all actives have a fitted effect of over 60% in size
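Cytotoxicity via CellTiter-Glo luminescence after 72 h compound exposure at 37 degrees C. Cells: drug-selected KB-V1 line, DMEM phenol-red free plus 10% FBS. Compounds tested at multiple concentrations; normalized data fitted to concentration-effect curves.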
HT1080 IDH1KD tx = kills HT-1080 cells with IDH1 knockdown | HT-1080 IDH1 knockdown viability, ATP luminescence, 48 h | Potency, µM (doses to about 46.1 µM), for the others: at the highest dose activity, negative = toxicity, hits mostly cytotoxic | hit rate 2% among 360,000 | AID 686971;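 note: potency is the fitted concentration of half-maximal effect; 0% = DMSO wells and -100% = cell-free medium wells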
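% activity derives from luminescence (CellTiter-Glo), normalised to DMSO and no-cell wells. HT-1080-IDH1KD cells, 750/well, had 48 h compound exposure at 37 °C.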
GLP-1R agonist = GLP-1 receptor (human) agonism | HEK293 GLP-1R CRE-luciferase, luminescence, 4-6 h; cells express a hypersensitive GLP-1R form | hit rate 0.007% among 380,000 | P43220 | AID 624172 | Potency, µM (top dose mostly 45.6 µM), for inactives: top-dose activation, most hits filed as activators; note: potency is the fitted concentration of half-maximal effect; % of control where 0% means no effect
Target sequence (P43220 whole entry, looked up): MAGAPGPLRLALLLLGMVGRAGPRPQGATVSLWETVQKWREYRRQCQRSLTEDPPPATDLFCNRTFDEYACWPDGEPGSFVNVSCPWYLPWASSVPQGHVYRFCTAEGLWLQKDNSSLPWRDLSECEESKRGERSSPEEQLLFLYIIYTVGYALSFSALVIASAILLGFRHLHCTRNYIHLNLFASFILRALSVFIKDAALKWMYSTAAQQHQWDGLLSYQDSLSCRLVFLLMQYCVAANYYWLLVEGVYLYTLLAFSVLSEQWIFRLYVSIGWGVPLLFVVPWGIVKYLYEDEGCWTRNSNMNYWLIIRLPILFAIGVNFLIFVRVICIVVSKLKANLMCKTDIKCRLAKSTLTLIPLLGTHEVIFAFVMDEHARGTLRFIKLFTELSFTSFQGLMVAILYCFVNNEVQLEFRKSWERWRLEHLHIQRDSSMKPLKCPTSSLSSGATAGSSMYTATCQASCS
SW480 rereplic = induces DNA re-replication in SW480 colon adenocarcinoma cells; SW480 DNA re-replication, Hoechst DNA content imaging, 48 h; Potency, µM (highest dose often 46.1 µM), for the others: at the highest dose re-replication activation, usual class: activators; hit rate 1.8% among 340,000; AID 624297; note: potency is the fitted concentration of half-maximal effect; % of control where 0% means no effect; nearly all actives have a fitted effect of over 55% in size
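First, 250 cells per well were seeded. Next, compound or vehicle (23 nL) was pinned in, plates sat 48 hr at 37 C. Finally Hoechst was added for 40 min before fluorescence scanning.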
KB-3-1 cytotox = KB-3-1 parental cell cytotoxicity. hit rate 1.4% among 400,000. Potency, µM (doses to about 46.1 µM), for inactives: at the highest dose activity change, negative = cytotoxic, hits mostly cytotoxic. KB-3-1 viability, CellTiter-Glo ATP luminescence, 72 h. AID 1347075; note: potency is the fitted concentration of half-maximal effect; % is set by controls: 0 for no effect and ±100 for the full control effect; nearly all actives have a fitted effect of over 60% in size
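Here the drug-naive KB-3-1 line serves as comparator for MDR sub-line selectivity; cells received compound titrations, 72 h at 37 °C, then CellTiter-Glo readout.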
DRD3 antagonist = antagonists of human D3 dopamine receptor. D3R cells, DiscoveRx beta-arrestin luminescence, antagonist mode; hits give low values. P35462. max response, negative = inhibition, %. hit rate 2.5% among 360,000; in the data active = max response below about -50%; inconclusive = no clear call, values can overlap the other calls; note: % is set by controls: 0 for no effect and ±100 for the full control effect; mostly tested at two doses, the higher about 12 µM
Target sequence (P35462 whole entry, looked up): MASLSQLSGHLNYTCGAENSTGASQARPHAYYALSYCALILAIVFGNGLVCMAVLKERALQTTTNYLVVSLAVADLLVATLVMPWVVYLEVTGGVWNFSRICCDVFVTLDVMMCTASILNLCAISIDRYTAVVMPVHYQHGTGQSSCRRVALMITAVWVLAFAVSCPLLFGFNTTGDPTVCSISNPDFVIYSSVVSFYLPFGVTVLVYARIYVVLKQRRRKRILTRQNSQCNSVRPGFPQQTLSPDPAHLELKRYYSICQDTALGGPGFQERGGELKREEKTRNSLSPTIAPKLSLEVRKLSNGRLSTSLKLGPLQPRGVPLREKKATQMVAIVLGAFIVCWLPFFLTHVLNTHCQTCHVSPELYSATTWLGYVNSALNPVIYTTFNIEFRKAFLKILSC
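Cells plated overnight at 1500 cells/well, then exposed to library compounds with dopamine controls for 90 minutes at 37 degrees C. DiscoveRx reagent added for 30–60 minutes at room temperature; luminescence read, quantitative HTS format.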
HT1080-NT tox = kills 2HG-producing HT-1080-NT fibrosarcoma cells; HT-1080-NT fibrosarcoma viability, CellTiter-Glo ATP luminescence, 48 h; Potency, µM (top dose mostly 46.1 µM), inactives show at the top dose activity, negative = less viability, most hits filed as cytotoxic; hit rate 1.6% among 360,000; AID 686970;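 note: NT is the 2HG producing partner of a matched IDH1 knockdown line; potency is the fitted concentration of half-maximal effect; 0% = DMSO-treated cells and -100% = media-only wells without cells; nearly all actives have a fitted effect of over 55% in size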
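Read-out is CellTiter-Glo luminescence after 10 minutes at room temperature, following 48 hours' compound treatment of HT-1080-NT cells (750 cells/well, RPMI, 5% FBS, 37 degrees C).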
DRD3 agonist = activates the human D3 dopamine receptor; max activation, %; D3R DiscoveRx beta-arrestin cells, luminescence, 90 min; P35462; hit rate 0.58% among 410,000; in the data active = max activation above about 30%; note: 0% is about no effect; mostly tested at two doses, the higher about 12 µM
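Cells at 1500/well, incubated overnight, then treated with pinned compounds (dopamine as control) for 90 min at 37 degrees C. DiscoveRx reagent added for 30 - 60 minutes at room temperature; luminescence read.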
Starred values were filed as active, the others as inactive; ? = inconclusive; / = no result given; & = joins results of further samples; [ ] = dose if it differs, or a comment. Unless noted, calls come from the whole dose curve; as a rule, active = well fitted curve in the direction sought with a large enough effect; inconclusive = small, poorly fitted or top-dose-only effect, or another doubt; inactive = no such curve, though single readings can be large; an effect the other way counts as inactive or inconclusive. Rows were taken by chance (roughly 12% active in at least one column).

SMILES	IL1B secr inh	KB-V1 cytotox	HT1080 IDH1KD tx	GLP-1R agonist	SW480 rereplic	KB-3-1 cytotox	DRD3 antagonist	HT1080-NT tox	DRD3 agonist
Cc1nc(-c2cccc(NC(=O)COc3ccc(Cl)cc3)c2)cs1	-13	?	-10%	-4%	2%	0%	19	1%	10
CCC(C)Nc1ccc(NC(C)CC)cc1 (stereo not given)	?	?	9.2µM*	-8%	30%	?	-51*	3.7µM*	0
O=C(NCCc1ccccc1)C1CCN(C(=O)c2sccc2-n2cccc2)CC1	-3	-12%	6%	-2%	-15%	0%	18	-1%	5
Cc1ccn2c(Cc3ccccc3)c(-c3ccccc3)nc2c1	39	2%	6%	16%	/	-20%	-17	3%	-6
Cc1cnc(NC(=O)COc2ccc3c(c2)CCC3)s1	-4	12%	-4%	-1%	-3%	2%	-21	-9%	-6
CN(Cc1c(C(=O)N/N=C/c2cc(F)ccc2F)nnn1-c1nonc1N)C1CCCCC1	19	19%	21%	-6%	7%	2%	8	17%	-3
CC(C)[C@H](NC(=O)C1CCN(S(=O)(=O)c2ccccc2)CC1)C(=O)NCc1ccncc1	1	1%	13%	1%	2%	1%	-4	8%	3
O=C(Nc1ccc2nsnc2c1)c1cccs1	-10	-7%	-1%	-4%	-1%	4%	9	-19%	0
COC(=O)C1=CN(CCCN2CCCC2=O)C=C(C(=O)OC)C1c1cccs1	10	8%	3%	3%	2%	-2%	-7	-1%	3
CCC(=O)c1ccc(N2CCN(C(=O)c3ccc(Br)cc3)CC2)c(F)c1	4	15µM*	11%	4%	-1%	-2%	-12	5%	6
COc1ccc(NC(=O)CN2C(=O)C(C)Oc3ccccc32)cc1 (stereo not given)	-25	?	7%	-3%	3%	0%	4	3%	-1
O=C(Nc1ccc(Cl)c(S(=O)(=O)N2CCOCC2)c1)c1cccs1	-10	?	-8%	-1%	7%	0%	6	-8%	-10
COc1ccc(C(=O)COC(=O)c2nn(C)c(=O)c3ccccc23)c(OC)c1	0	25%	2%	4%	-9%	30%	38	8%	7
O=C(CSCC(=O)OCC(=O)N1CCN(C(=O)c2ccco2)CC1)Nc1ccc(Cl)cc1	9	-7%	-11%	-5%	/	2%	-20	-6%	-1
Cc1ccc(S(=O)(=O)N2CCOCC2)cc1NC(=O)CN(C)C1CCS(=O)(=O)C1 (stereo not given)	0	-1%	9%	-5%	?	8%	4	0%	2
COc1ccc(Nc2c([N+](=O)[O-])ccc3c2=NC2(CCCCC2)N=3)cc1	-18	17%	-29%	12%	14%	-9%	-18	-23%	15
CC(NS(=O)(=O)c1ccc2c(c1)C(=O)c1cc(S(=O)(=O)NC(C)C(=O)O)ccc1-2)C(=O)O (stereo not given)	8	3%	10%	-2%	-36%[inhibitor]	1%	-16	18%	-3
O=C(O)c1cc(Cl)nc2ccccc12	4	29%	4%	-1%	-16%	7%	1	5%	0
CCOC(=O)c1oc2c(O)c(O)ccc2c(=O)c1-c1nncn1-c1ccccc1	16	3%	7%	3%	0%	1%	0	9%	3
COc1ccccc1C(=O)NCC(=O)N/N=C/c1cc(Br)ccc1OCc1ccccc1	-78*	-22%	-4%	8%	26%	9%	12	-9%	-4
O=C(Nc1ccc(F)cc1)c1ccccc1NC(=O)C1CCCCC1C(=O)O (stereo not given)	29	2%	4%	7%	1%	3%	0	9%	-8
COc1ccc(C)cc1NC(=O)CCNS(=O)(=O)c1cccc(C(F)(F)F)c1	-13	-18%	-9%	9%	-44%[inhibitor]	0%	-9	-5%	-3
Cc1cccc(NC(=O)CNC(=O)COC(=O)CCS(=O)(=O)c2ccccc2)c1C	-17	/	1%	-2%	-3%	/	3	0%	2
CCOC(=O)c1c(-c2ccccc2)csc1NC(=O)C1CCCO1 (stereo not given)	-4	2%	1%	0%	2%	-4%	14	-14%	-15
Cc1nn(Cc2ccccc2Cl)c2sc(C(=O)NCc3ccc4c(c3)OCO4)cc12	-12	-24%	-10%	21%	18%	-5%	-8	-16%	1
Oc1ccc(/C=N/N2CCN(C3c4ccccc4-c4ccccc43)CC2)c(O)c1	-5	-11%	?	9%	?	11%	1	?	9
O=C(Nc1cccc(S(=O)(=O)Nc2ccccc2F)c1)c1ccc2ccccc2n1	-51*	-3%	-9%	19%	-1%	0%	-2	-3%	8
CCn1c(-c2ccc3[nH]c(C)c(C)c3c2)n[nH]c1=S	-11	?	0%	11%	?	-13%	-12	3%	3
COc1ccc(NS(=O)(=O)c2cc(NC(=O)CC(C)(C)C)ccc2N2CCCC2)cc1	0	-4%	-4%	2%	-36%[inhibitor]	-9%	-29	-2%	-17
CCOC(=O)c1c(NC(=S)N2CCOCC2)sc(C)c1C	14	?	-4%	-4%	-5%	-5%	-16	0%	-7
COc1cccc(CNS(=O)(=O)c2cc(CN3C(=O)c4cccnc4C3=O)ccc2OC)c1	0	12%	0%	-5%	-5%	2%	0	-1%	5
CC1(C)OC(=O)C(=CNc2cccc(C(=O)O)c2)C(=O)O1	7	1%	24%	-9%	-26%	3%	-3	22%	1
CC(=O)Nc1ccc(S(=O)(=O)NNC(=O)c2ccc(S(=O)(=O)N3CCCCC3)cc2)cc1	19	24%	15%	0%	0%	5%	-19	1%	11
C=C(C)CN(CC)C(=O)CN1C(=O)NC2(CCCc3ccccc32)C1=O (stereo not given)	31	-10%	2%	-1%	3%	-1%	-9	0%	7
Nc1ccc(CCCC(=O)NCc2cccnc2)cc1	-1	30%	6%	13%	/	1%	0	12%	20
COc1ccc(NC(=O)CCCn2cc([N+](=O)[O-])cn2)cc1	4	-8%	0%	2%	-11%	22%	-3	1%	-4
COC(=O)NNC(=O)c1ccc(Cl)cc1Cl	-4	?	22%	-16%	-2%	19%	6	20%	-1
COc1ccc(S(=O)(=O)N2CCCCC2)cc1NC(=O)CN(C)C1CCCCC1	-70*	-9%	-18%	4%	-1%	-17%	4	-22%	-4
CC(C)(Oc1ccc(Br)cc1)C(=O)N1CCc2ccccc21	-7	21µM*	-19%	4%	-6%	-1%	11	11%	-3
O=C(NCCCN1CCN(CCCNC(=O)c2cc([N+](=O)[O-])ccc2Cl)CC1)c1cc([N+](=O)[O-])ccc1Cl	-8	?	-2%	10%	0%	7%	6	6%	-10
NC(=O)C(=O)NN=C1C2CC3CC(C2)CC1C3	9	-1%	1%	-1%	-4%	7%	10	4%	-1
CC1(C(=O)NS(=O)(=O)c2ccc(C#N)cc2)CCN1C(=O)C1(c2ccc(Cl)cc2)CCC1 (stereo not given)	26	3%	0%	-5%	/	0%	0	0%	-12
CC1=NOC2(C1)/C(=N/O)CCC/C2=N\O (stereo not given)	23	17%	-7%	-3%	-6%	2%	-7	3%	-3
CCOC(=O)c1c(C)[nH]c(C(=O)Cn2nnc(-c3ccccc3Cl)n2)c1C	-24	-7%	-5%	0%	-7%	19%	11	-6%	1
Cc1cccc(OCc2n[nH]c(=S)n2Cc2ccccc2)c1	10	-21%	-7%	6%	-13%	-6%	-18	-8%	-9
CCOC(=O)NC(=O)/C(C#N)=N\Nc1cccc(OC)c1	20	-6%	5%	-1%	-9%	19%	-17	4%	4
Cc1cccc(C(=O)Nc2cc(NC(=O)c3cccs3)ccc2C)c1	-20	-2%	-16%	1%	?	-21%	1	-7%	-10
COc1cc(-c2cc[n+](C)cc2)ccc1O	/	?	/	0%	1%	4%	/	/	/
CN(C(=O)c1ccc(F)c(S(=O)(=O)N2CCOCC2)c1)C1CCCCC1	3	-5%	4%	-8%	-7%	-1%	16	2%	2
O=C(Nc1ccc(Br)cc1)c1ccccc1Br	-56*	-1%	9%	4%	1%	2%	5	16%	4
COc1ccc(OCc2cc(C(=O)N(C)C(C)c3ccon3)no2)c(Cl)c1 (stereo not given)	-2	?	12%	28%	2%	-4%	2	16%	7
CCCCN1CC(N(C)CCN(C)C)CS1(=O)=O (stereo not given)	27	10%	12%	1%	/	0%	17	3%	9
Cc1ccc2nc(N(CCCN(C)C)C(=O)c3ccc(Br)s3)sc2c1	-79*	-8%&0%	?	13%	27%	3%&-6%	-53*	?	-10&-17
Cc1ccccc1NC(=O)N1C2CCCC1CC(NC(=O)C(C)(C)C)C2 (stereo not given)	-3	?	10%	4%	1%	19%	21	-1%	0
Cc1[nH]c2ccccc2c1/C=N/NC(=O)CCC(=O)Nc1ccccc1	-8	3%	0%	2%	3%	2%	-20	-4%	-10
CC(C)(CNC(=O)c1cccc(S(=O)(=O)Nc2ccc(Br)cc2)c1)N1CCOCC1	4	?	-16%	3%	-3%	0%	-6	-7%	7
COc1ccc(NC(C)=O)cc1S(=O)(=O)Nc1cccc(S(=O)(=O)NC2=NCCC2)c1	13	-19%	13%	1%	1%	-8%	3	11%	6
COc1ccc(C(=O)OCC(=O)Nc2ccc(OC(F)F)cc2)c(OC)c1	14	0%	2%	0%	-8%	2%	3	-4%	-3
O=C(CN1C(=O)COc2ccc(S(=O)(=O)N3CCCC3)cc21)N1CCN(c2ccc(Cl)cc2)CC1	/	?	/	2%	/	-15%	/	/	-19
COc1ccc(-c2cccc(C(=O)N3CCOCC3)c2)cc1	7	-6%	16%	-7%	0%	19%	11	9%	7

Assay outcomes from PubChem BioAssay.
